USP2a inh: qHTS Assay for Inhibitors of Ubiquitin-specific Protease USP2a Using CHOP2 as the Reporter; Ubiquitin carboxyl-terminal hydrolase 2 (Homo sapiens), O75604; USP2 core, Ub-CHOP2 coupled fluorogenic reporter, 485/531; Potency, µM (top dose mostly 38.3 µM), inactives show at the top dose activity change, negative = inhibition, most hits filed as inhibitors; actives 0.01% (n = 330,000); AID 463254, 2010;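 further: potency means the concentration at half of the fitted maximal effect; plate controls were DMSO wells for no effect and full inhibition by NEM control for full effect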
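USP2 core (10nM final) preincubated 30min RT with compound in 20mM Tris-HCl pH 8.0, 2mM CaCl2, 2mM beta-mercaptoethanol, 0.05% CHAPS; 25nM Ub-CHOP2 plus 25nM reporter substrate added, fluorescence (Ex485/Em531) read after 60min.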
TCR activator: Activators of T cell receptors: qHTS campaign | primary human leukocytes, anti-CD3, IL-2 HTRF, 48 h | Potency, µM (series often up to 9.22 µM), inactives show top-dose activation of IL-2 secretion, most hits filed as activators | 330,000 tested, under 10 active | AID 504894, 2011; further: % of control where 0% means no effect
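Compounds are tested in HTS on primary human leukocytes co-incubated with a-CD3 beads for 48 hr. IL-2 output is measured by time-resolved FRET.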
AT treatment: qHTS Assay for Identifying a Potential Treatment of Ataxia-Telangiectasia; […] A-T fibroblasts, KAP-1 phosphorylation AlphaLISA; neocarzinostatin DNA damage 30 min before lysis; Potency, µM (titrated, usually from 57.5 µM), inactives show at the highest dose activation, hits mostly activators; actives 0.19% (n = 320,000); further: potency means the concentration at half of the fitted maximal effect; % of control where 0% means no effect; nearly all actives have a fitted effect of over 45% in size
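ATM-like activity read as KAP-1 phosphorylation via AlphaLISA donor/acceptor antibody pairs after lysis and 6 hr at 25C. Cells were ATM-null patient fibroblasts ([…], hTERT), dosed 60 min, then exposed to the DSB inducer NCS for 30 min.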
hERG WT inh: qHTS for Inhibitors of KCHN2 3.1: Wildtype qHTS; Voltage-gated inwardly rectifying potassium channel KCNH2 (Homo sapiens), Q12809; U2OS, BacMam KCNH2, thallium flux FluxOr; hits give low values; activity change, % at 1.84 µM; actives 0.37% (n = 340,000); AID 720551, 2013;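 active means maximum activity change below -70%; inconclusive means maximum activity change between -70% and -50%; inactive means maximum activity change above -50%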; further: on the % scale 0 is the no-effect control and ±100 the full control effect
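U2OS cells transduced with wild-type KCNH2 virus are loaded with FluxOr dye for 45 min, and thallium flux is measured in kinetic reads before and after stimulation buffer. Rate constants are normalized to DMSO controls.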
ELG1 repair inh: qHTS screen for small molecules that inhibit ELG1-dependent DNA repair in human embryonic kidney (HEK293T) cells expressing luciferase-tagged ELG1; Potency, µM (highest dose often 46.1 µM), inactives show at the highest dose activity change, negative = inhibition, hits mostly inhibitors; HEK293T ELG1-luciferase reporter, luminescence, 16 h; DNA damage induced by 5-fluorouridine; actives 2.3% (n = 330,000); AID 504467, 2011; further: potency means the concentration at half of the fitted maximal effect; on the % scale 0 is the no-effect control and ±100 the full control effect; nearly all actives have a fitted effect of over 55% in size
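In this reporter screen, reduction of luminescence relative to DMSO vehicle indicated activity. Compounds and 5-fluorouridine were added together to 2,000 cells per well, incubated for 16 hr at 37 °C, then developed with ONE-Glo.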
KCNH2 3.1 inh: qHTS for Inhibitors of KCHN2 3.1: Mutant qHTS; Potassium voltage-gated channel subfamily H member 2, brain isoform KCNH2 3.1 (human); U2OS KCNH2 3.1, thallium flux FluxOr; hits give low values; activity change, % (tested at about 1.8 µM); actives 0.95% (n = 340,000); AID 720553, 2013;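 active means maximum activity change below -70%; inconclusive means maximum activity change from -70% to -50%; inactive means maximum activity change above -50%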;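 further: thallium influx rate constant from kinetic fluorescence after stimulation buffer; on the % scale 0 is the no-effect control and ±100 the full control effect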
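Thallium flux read-out: FluxOr dye with Red40 quencher in HBSS/HEPES, 45 min at RT. Rate constants from kinetic reads were normalized to positive and negative DMSO controls. Cells: U2OS virally expressing the 3.1 isoform.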
TRPV1 ag: HTS Assay for Compounds that Act as Agonists of the Vanilloid Receptor 1; Transient receptor potential cation channel subfamily V member 1 (Homo sapiens), Q8NER1; TRPV1-expressing cells, Fluo-8 calcium influx, agonist mode; activation, % at 8.33 µM; actives 0.19% (n = 320,000); AID 540275, 2011; in the data active means activation above about 80%; inconclusive means between about 30% and that limit; further: 0% is about no effect
Target sequence (Q8NER1 whole entry, looked up): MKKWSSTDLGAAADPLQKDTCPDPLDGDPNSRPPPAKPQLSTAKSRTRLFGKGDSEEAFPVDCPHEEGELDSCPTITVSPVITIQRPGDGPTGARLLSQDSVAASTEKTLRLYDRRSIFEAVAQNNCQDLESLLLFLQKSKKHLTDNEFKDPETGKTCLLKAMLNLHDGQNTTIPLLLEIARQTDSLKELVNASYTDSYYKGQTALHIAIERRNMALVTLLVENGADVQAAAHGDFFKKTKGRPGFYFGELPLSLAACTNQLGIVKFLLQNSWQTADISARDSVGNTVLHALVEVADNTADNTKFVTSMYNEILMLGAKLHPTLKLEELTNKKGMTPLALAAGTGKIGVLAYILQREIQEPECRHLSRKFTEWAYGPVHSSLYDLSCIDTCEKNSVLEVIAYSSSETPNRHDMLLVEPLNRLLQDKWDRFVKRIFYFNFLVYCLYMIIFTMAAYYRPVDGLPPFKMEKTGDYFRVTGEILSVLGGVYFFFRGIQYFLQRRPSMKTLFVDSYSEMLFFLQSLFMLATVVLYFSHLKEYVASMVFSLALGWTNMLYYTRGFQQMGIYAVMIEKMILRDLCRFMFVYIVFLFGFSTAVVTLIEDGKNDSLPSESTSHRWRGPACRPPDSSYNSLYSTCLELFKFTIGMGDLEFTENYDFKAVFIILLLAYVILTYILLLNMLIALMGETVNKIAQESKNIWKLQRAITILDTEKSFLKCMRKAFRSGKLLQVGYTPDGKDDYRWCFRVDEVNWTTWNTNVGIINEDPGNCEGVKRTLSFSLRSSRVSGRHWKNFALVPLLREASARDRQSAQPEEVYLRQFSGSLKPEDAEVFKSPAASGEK
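Cells expressing TRPV1 were dye-loaded with Fluo-8 and read kinetically: 10 s baseline, 3 min after compound (agonist portion), then 2 min after EC20 capsaicin (allosteric enhancer portion). Calcium-bound dye fluorescence at 480/520 nm.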
TSHR antagonist: Antagonists of the Thyroid Stimulating Hormone Receptor: HTS campaign; Thyrotropin receptor (Homo sapiens), P16473; TSHR-expressing cells, TSH-stimulated cAMP HTRF, 2 h; hits give low values; activity change, negative = inhibition, % at 11.5 µM; actives 0.2% (n = 330,000); AID 504810, 2011;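 active means activity change below a set negative limit, meaning inhibition stronger than a set level, cut at about -70% in these data; inconclusive means activity change between two set negative limits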; further: on the % scale 0 is the no-effect control and ±100 the full control effect
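Competitive HTRF cAMP read-out (cryptate anti-cAMP antibody, cAMP-d2; 30 min, room temperature) in freshly harvested TSHR cells. Compounds added before TSH at EC80 (4nM final), followed by 2 hours' incubation at 37 deg C.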
Eya2 inh: qHTS Assay for Inhibitors of the Phosphatase Activity of Eya2 | recombinant Eya2, OMFP fluorescence dephosphorylation (OMFP is methylfluorescein phosphate) | Protein phosphatase EYA2 (Homo sapiens), O00167 | AID 488837, 2010 | Potency, µM (titrated, usually from 76.9 µM), for inactives: top-dose activity, negative = inhibition, most hits filed as inhibitors | actives 0.006% (n = 330,000); further: potency means the concentration at half of the fitted maximal effect; on the % scale 0 is the no-effect control and ±100 the full control effect
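Eya2 protein (added as 0.2 uM solution) was preincubated with compound for 10 min at ambient temperature in 50 mM HEPES pH 7.5, 50 mM NaCl, 5 uM MgCl2, 0.05% BSA, 1 mM DTT. OMFP (added at 50 uM) then reacted 10 min; fluorescence read at 485/525 nm.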
Mito fusion act: qHTS Assay for Small Molecule Inhibitors of Mitochondrial Division or Activators of Mitochondrial Fusion; S. cerevisiae fusion-defective mutant growth rescue, CellTiterGlo 48 h; Potency, µM (top dose mostly 46.1 µM), without a hit: at the top dose growth rescue (activation), most hits filed as activators; AID 485298, 2010; actives 0.23% (n = 320,000);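 further: potency means the concentration at half of the fitted maximal effect; % of control where 0% means no effect; nearly all actives have a fitted effect of over 45% in size; temperature-sensitive fusion mutants such as fzo1-1 at 37 °C on non-fermentable ethanol glycerol medium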
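Compounds are tested for their ability to restore growth of mitochondrial fusion-defective yeast strains at non-permissive 37C in YPEG medium over 48 hours. Viability is quantified by luciferase luminescence.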
Active calls of the source: *; ? = inconclusive; · = not tested or not shown; [ ] = remark or other dose. Unless noted, the call rests on the fitted dose curve; in most records, active means well fitted curve in the direction sought with a large enough effect; inconclusive means small, poorly fitted or top-dose-only effect, or another doubt; inactive means no such curve, though single readings can be large; an effect the other way counts as inactive or inconclusive.

The line under a structure holds: TRPV1 ag	TCR activator	Mito fusion act	ELG1 repair inh	KCNH2 3.1 inh	Eya2 inh	TSHR antagonist	hERG WT inh	AT treatment	USP2a inh
N/C(=N\OC(=O)Cc1ccccc1)c1ccccc1Cl
    26	-4%	-8%	?	19	-6%	1	-8	8%	3%
O=C(Cn1cnc2ccccc21)c1ccccc1
    4	6%	-2%	2%	11	-7%	7	-3	-2%	0%
COc1ccc(NC(=O)CSc2nnnn2C2CCCCC2)cc1
    15	-2%	6%	-10%	-8	7%	-8	2	2%	2%
COc1ccc(Cc2nnc(SCC(=O)NC3(C#N)CCCCC3)n2N)cc1
    -2	0%	9%	16%	21	1%	16	1	-3%	1%
O=C1NCCCC1C(=O)N1CCN(C(=O)c2ccco2)CC1 (configuration not stated)
    -1	0%	0%	2%	-29	-5%	0	5	3%	2%
Oc1c(Br)cc(C2N=C(c3ccccc3)NO2)cc1Br (configuration not stated)
    2	2%	5%	?	5	17%	-15	-5	-4%	1%
C=CCN1C(=O)C(Cc2ccc(Br)cc2)S/C1=N\N=C\c1ccco1 (configuration not stated)
    0	-1%	-1%	6%	-12	4%	-20	-7	-1%	0%
COc1ccc(-c2nc(CS(=O)CC(=O)NC3CCCCCC3)c(C)o2)cc1 (configuration not stated)
    -1	7%	10%	-4%	-1	?	-7	-36	1%	1%
COc1ccc(N2CS(=O)(=O)/C(=C/N(C)C)C2=O)cc1
    7	-6%	1%	?	-22	26%	1	0	-4%	-2%
O=C1c2cccc3cccc(c23)C(=O)N1Nc1ccccc1
    0	-36%	24%	0%	2	-5%	2	-2	8%	1%
CCN(CC)c1ccc(N=Cc2ccc(N(CC)CC)cc2O)cc1
    17	11%	-8%	-19%	8	-6%	15	8	2%	-1%
CCCNS(=O)(=O)c1ccc(CCC(=O)Nc2ccc3c(c2)OCO3)cc1
    0	1%	3%	-21%	0	-11%	6	-5	-12%	-1%
Cc1cc(C(=O)O/N=C(\N)c2ccc(C(C)(C)C)cc2)no1
    -4	4%	-6%	?	-11	-6%	-4	-4	-2%	-7%
O=C(CCNC(=O)C1CCN(S(=O)(=O)c2ccc(F)cc2)CC1)NCCc1cccc(F)c1
    -1	4%	0%	-1%	17	0%	9	6	-17%	4%
CC(=O)c1cccc(NC(=O)CN(c2ccccc2F)S(C)(=O)=O)c1
    1	4%	-1%	?	-4	-3%	-5	-6	2%	1%
COc1ccc(OC)c(Nc2cc(-c3ccccc3)nc(N)n2)c1
    4	0%	18%	-3%	2	-7%	5	4	3%	2%
C[C@@H]1CN([C@@H](C)CO)C(=O)c2cccc(NC(=O)c3nc4ccccc4s3)c2O[C@@H]1CN(C)CC1CC1
    ·	-13%	·	25%	-8	5%	14	-13	5%	2%
CCOc1ccccc1OCC(=O)Nc1ccc(S(=O)(=O)N(C)C)cc1
    14	·	-1%	0%	0	-4%	·	-2	-10%	-1%
O=C(NC1CCCCCCC1)C1CCN(S(=O)(=O)N2CCCC2)CC1
    2	-4%	5%	4%	-2	4%	-3	2	-3%	2%
O=C(CCN1C(=O)/C(=C\c2ccccc2)SC1=S)NNC(=O)c1ccccc1O
    2	-4%	8%	-15%	8	13%	-13	-3	-8%	6%
Cc1ccc(NC(=O)c2sc(N)nc2-c2ccc([N+](=O)[O-])cc2)cc1C
    ·	0%	5%	?	-20	?	5	-12	12%	3%
Cc1ccc(S(=O)(=O)N2CCc3ccccc3C2)cc1
    17	2%	1%	-1%	-7	-1%	16	-14	19%	-1%
O=C(O)CS(=O)(=O)c1ccc(C(F)(F)F)cn1
    -6	6%	-2%	-2%	8	12%	9	-7	-6%	0%
CCOC(=O)C1CCN(C(=O)c2ccc3c(=O)n4c(nc3c2)CCCCC4)CC1
    0	3%	-3%	2%	-3	1%	-6	-3	3%	0%
O=C(c1ccc2c(c1)OCO2)C1CCCN(C(=O)c2cnn(Cc3ccccc3)c2)C1 (configuration not stated)
    11	-2%	7%	-3%	2	-7%	-1	-20	-1%	1%
CN(C)CCCNC(=O)c1ccccc1Oc1ccccc1
    -4	-3%	-3%	-1%	2	-13%	16	6	-2%	-1%
O=C(CN1CCN(C(c2ccccc2)c2ccccc2)CC1)N1CCOCC1
    24	-2%	2%	-8%	-15	-5%	7	11	5%	2%
Cc1cc(C(=O)CN2C(=O)c3ccccc3S2(=O)=O)c(C)n1C(C)C
    8	1%	11%	?	16	-3%	-4	-13	-6%	-2%
Cc1cc(NC(=O)CCC2CCCC2)no1
    4	-1%	-3%	?	-6	-34%	6	1	6%	2%
CCOC(=O)C1CCCN(C(=O)N2CCOCC2)C1 (configuration not stated)
    -1	-3%	0%	1%	-5	-3%	-4	-6	5%	3%

Exported as a markdown table: entries from further up.
| Molecule | TRPV1 ag | TCR activator | Mito fusion act | ELG1 repair inh | KCNH2 3.1 inh | Eya2 inh | TSHR antagonist | hERG WT inh | AT treatment | USP2a inh |
| --- | --- | --- | --- | --- | --- | --- | --- | --- | --- | --- |
| O=C(CCN1C(=O)/C(=C\c2ccccc2)SC1=S)NNC(=O)c1ccccc1O | 2 | -4% | 8% | -15% | 8 | 13% | -13 | -3 | -8% | 6% |
| Cc1ccc(NC(=O)c2sc(N)nc2-c2ccc([N+](=O)[O-])cc2)cc1C | · | 0% | 5% | ? | -20 | ? | 5 | -12 | 12% | 3% |
| Cc1ccc(S(=O)(=O)N2CCc3ccccc3C2)cc1 | 17 | 2% | 1% | -1% | -7 | -1% | 16 | -14 | 19% | -1% |
| O=C(O)CS(=O)(=O)c1ccc(C(F)(F)F)cn1 | -6 | 6% | -2% | -2% | 8 | 12% | 9 | -7 | -6% | 0% |

New compounds follow.
The line under a structure holds: TRPV1 ag	TCR activator	Mito fusion act	ELG1 repair inh	KCNH2 3.1 inh	Eya2 inh	TSHR antagonist	hERG WT inh	AT treatment	USP2a inh
CCCOc1ccc2c(=O)c(-c3cc(C(=O)OC)oc3C)c(C)oc2c1
    -4	4%	3%	?	11	-3%	-24	0	7%	3%
COC(=O)c1ccccc1NC(=O)c1ccc(-c2cccc(Cl)c2)o1
    2	3%	-6%	?	6	11%	8	2	3%	4%
CC1CC(C)CN(C(=O)CSc2nc(N)cc(=O)[nH]2)C1 (configuration not stated)
    -3	-1%	-4%	-2%	1	14%	-5	0	1%	4%
CC12CCC(C(=O)Nc3cc(F)ccc3F)(CC1=O)C2(C)C (configuration not stated)
    1	-9%	-1%	4%	3	1%	0	-10	0%	-2%
Cc1cccc(NC(=S)/N=C(\N)Nc2nc(C)c3cc(C)ccc3n2)c1
    2	-10%[46.1 µM]	18%	-18%	-14	-14%	-2	15	-1%	-1%
Cc1cccc(-c2nnc3sc(-c4ccccc4)nn23)c1
    ?	1%	-5%	?	-11	-6%	1	13	-1%	-3%
CC1CN(CCOc2ccc(F)cc2)CC(C)O1 (configuration not stated)
    1	1%	-5%	-7%	15	?	-9	-6	-4%	-1%
CCCSc1nc2c(cnn2-c2ccccc2)c(=O)[nH]1
    -6	-9%	27%	?	8	14%	-20	0	·	-1%
O=C(COC(=O)COc1ccc(Br)cc1)NC1CCCCCC1
    10	-5%	-3%	13%	0	-20%	3	-3	5%	3%
COn1c(C)c(C(C)=O)c2c3nonc3ccc21
    0	-1%	-1%	21µM*	4	13%	-3	1	13%	1%
Cc1sc2ncnc(OCC(=O)Nc3ccc4c(c3)OCCO4)c2c1C
    10	-2%	-5%	11%	-16	-13%	10	-8	0%	-1%
Cc1cc(NC(=O)OC(C)C)ccc1-c1ccc(NC(=O)OC(C)C)cc1C
    3	4%	-14%	?	7	-11%	11	-13	0%	0%
Cc1[nH]c2ccccc2c1/C=N/NC(=O)Cc1cccs1
    1	5%	1%	14%	-12	0%	-4	-22	1%	4%
Cc1c(Cl)cccc1NC(=O)c1ccc(OCC(=O)NCc2ccccc2)cc1
    3	-8%[46.1 µM]	-2%	3%	-32	3%	0	17	7%	3%
COc1ccccc1NC(=O)c1cc(S(=O)(=O)NCc2ccccc2)ccc1F
    -9	-4%	3%	16µM*	0	12%	7	2	5%	0%
COc1ccccc1-n1cnc2cc(NCc3cccs3)ccc21
    1	4%	3%	?	6	-40%	-1	0	3%	2%
CCOc1ccccc1NC(=O)Nc1ccncc1
    3	-2%	-4%	14%	-6	15%	4	4	1%	0%

This is a subset; the hit share may differ from the screen's.
